PPC-1+TRAIL kill: PPC-1 cancer cell killing with TRAIL present; cell killing (% activity), % at 4 µM; hit rate 0.41% among 220,000; PPC-1 cells + TRAIL, ATPLite viability luminescence;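 active = cell killing above 50% in the first pass at 4 µM, then a duplicate retest at 5 µM averaging 50% or more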;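 note: plate controls were cells with TRAIL plus DMSO for no effect and medium-only wells lacking cells for full effect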
BaF3 tox: parental Ba/F3 viability inhibition as JAK2V617F counter-screen. CellTiter-Glo ATP luminescence. inhibition, % at 5.6 µM. hit rate 1.1% among 220,000. AID 1486;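 active = inhibition above a per-campaign cutoff, the mean inhibition of all tested compounds plus 3 SD, cut at about 27% in these data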;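 note: 0% = DMSO wells and 100% = JAK Inhibitor I control wells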
Furin inhibitor: human furin inhibition. P09958. purified furin, fluorogenic substrate cleavage. inhibition, % at 30 µM. hit rate 0.061% among 220,000; in the data active = inhibition above about 25%; note: inactives centre near -15
Ba/F3 V617F tox: reduce viability of Ba/F3 cells dependent on JAK2V617F. Ba/F3 EpoR-JAK2V617F viability, ATP luminescence. inhibition, % at 5.6 µM. hit rate 1.1% among 220,000. AID 1446;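 active = inhibition above the campaign mean plus 3 SD over all tested compounds, cut at about 24% in these data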;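 note: cytokine-independent growth of Ba/F3 cells driven by EpoR plus mutant JAK2; 0% = DMSO-treated cells and 100% = JAK inhibitor I control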
PGE2 EP2 inh: inhibitors of human EP2 prostaglandin E2 receptor. C6 glioma cells expressing human EP2, cAMP TR-FRET; cells stimulated with saturating PGE2. AID 1422. hit rate 0.52% among 260,000. P43116. inhibition, % at 25 µM;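 active = percent inhibition above 40 after rounding to a whole number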;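 note: rat C6 glioma host cells with rolipram phosphodiesterase inhibitor present; the protocol text gives 20 µM as final concentration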
Target sequence (P43116 whole entry, looked up): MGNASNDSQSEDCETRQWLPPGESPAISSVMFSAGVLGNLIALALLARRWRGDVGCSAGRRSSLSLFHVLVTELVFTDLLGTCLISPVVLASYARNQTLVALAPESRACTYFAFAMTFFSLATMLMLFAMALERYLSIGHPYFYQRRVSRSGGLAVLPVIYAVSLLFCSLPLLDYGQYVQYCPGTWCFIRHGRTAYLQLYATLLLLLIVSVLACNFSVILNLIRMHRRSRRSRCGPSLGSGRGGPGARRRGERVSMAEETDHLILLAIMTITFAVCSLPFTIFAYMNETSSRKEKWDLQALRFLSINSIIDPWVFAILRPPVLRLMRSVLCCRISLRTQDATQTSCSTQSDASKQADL
RBBP9 inhibitor: human RBBP9 hydrolase inhibition; recombinant RBBP9, FP-Rh probe fluorescence polarization; inhibition, % at 7.94 µM; hit rate 0.2% among 220,000; AID 1515;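 active = inhibition above the campaign mean of all tested compounds plus 3 SD, cut at about 14% in these data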;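 note: plate controls were DMSO wells with RBBP9 for no effect and wells lacking RBBP9 protein for full effect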
Target sequence (O75884 whole entry, looked up): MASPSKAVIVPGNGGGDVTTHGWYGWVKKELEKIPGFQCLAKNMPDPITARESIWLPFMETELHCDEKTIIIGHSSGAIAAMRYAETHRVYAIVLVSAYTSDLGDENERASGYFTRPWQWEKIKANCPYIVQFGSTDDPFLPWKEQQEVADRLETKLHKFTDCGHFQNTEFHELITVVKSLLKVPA
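System: RBBP9 protein / Buffer or medium: Tris/NaCl buffer pH 8.0 with 0.1% Pluronic / Probe or stimulus: Serine-hydrolase probe FP-Rh, 375 nM pre-mixing / Dosing: 7.94 µM single dose, 0.794% DMSO / Times: enzyme-compound preincubation 30 min, then probe labeling 45 min, 25 °C / Technique: fluorescence polarization (mP), excitation 525 nm, emission 598 nm / Replication: singlicate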
Tb hexokinase: T. brucei hexokinase 1 inhibition. recombinant TbHK1, G6PDH-coupled NADH A340. inhibition, % at 10 µM. hit rate 0.11% among 220,000. AID 1430;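 active = inhibition of 50% or more in the single-dose primary screen; inactive = inhibition below 50%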
p97 inhibitor: human p97 ATPase inhibition | recombinant p97 ATPase, Kinase-Glo ATP luminescence, 3 h | inhibition, % at 8 µM | hit rate 0.42% among 220,000 | AID 1481; in the data active = inhibition above about 15%;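 note: 0% = DMSO vehicle and 100% = wells lacking enzyme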
NCF1 inh: inhibitors of human p47phox binding; hit rate 0.53% among 220,000; inhibition, % at 24.7 µM; P14598; p47phox/p22phox peptide binding, fluorescence polarization, 2 h;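 active = inhibition above about 30%, limit read from the data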;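 note: 0% = p47phox with labelled peptide and 100% = labelled peptide alone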
Target sequence (P14598 whole entry, looked up): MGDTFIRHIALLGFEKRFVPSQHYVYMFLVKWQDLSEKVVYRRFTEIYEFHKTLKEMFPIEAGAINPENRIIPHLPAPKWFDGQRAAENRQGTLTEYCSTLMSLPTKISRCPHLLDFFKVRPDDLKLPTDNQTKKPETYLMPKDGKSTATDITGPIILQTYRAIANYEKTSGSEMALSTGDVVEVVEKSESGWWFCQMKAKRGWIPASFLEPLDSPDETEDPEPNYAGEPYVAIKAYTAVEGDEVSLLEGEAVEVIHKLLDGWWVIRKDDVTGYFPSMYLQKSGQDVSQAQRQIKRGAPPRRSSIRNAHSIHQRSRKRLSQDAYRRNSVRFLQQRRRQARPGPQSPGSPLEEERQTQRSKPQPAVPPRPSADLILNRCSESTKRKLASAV
Numbers without * were called inactive; & = joins results of further samples; [ ] = remark or other dose.

Values run as follows: PPC-1+TRAIL kill, BaF3 tox, Furin inhibitor, Ba/F3 V617F tox, PGE2 EP2 inh, RBBP9 inhibitor, Tb hexokinase, p97 inhibitor, NCF1 inh
1: Cn1cc(CC(=O)N2CCN(c3ccc(Cl)cc3)CC2)c2ccccc21
  -7.9[5 µM], 4.5, -16.4[20 µM], -2.6, 9.0, 1.6, -3.0, -0.5, -9.4
2: COc1ccc(-c2cc(C(F)(F)F)n3nc(C)cc3n2)cc1
  -3.9, -0.1, -13.6, -4.7, 15.4, -7.5, -20.1, 3.0, -15.3
3: CC1CCCC(C)N1/N=C/c1ccc(C(=O)O)cc1 (stereo not given)
  -5.1, -1.7, -15.2, -2.5, 7.5, -8.5, -11.4, -0.8, -3.1
4: O=C(NNC(=O)c1sccc1-n1cccc1)c1cccs1
  -8.7, 7.2, -7.3, -1.2, 5.5, -0.4, -16.8, 2.5, -5.1
5: Cc1cccc(Nc2nc(N)nc(CN3CCN(Cc4ccc5c(c4)OCO5)CC3)n2)c1
  25.7, 6.3, -23.8, -2.0, 5.4, -8.1, 0.9, -0.4, -4.6
6: O=C(CCCn1c(=O)[nH]c2cc(Cl)ccc2c1=O)NCCCN1CCN(c2ccc(F)cc2)CC1
  17.1, 6.5, -8.7, 0.2, 16.5, -5.8, -2.6, -4.2, 1.7
7: CC1=N/C(=C\c2ccc(OC(C)C)cc2)C(=O)N1c1ccc(C(=O)O)cc1
  8.8, 3.0, -13.8, 1.5, 4.7, -8.2, -17.1, 0.9, -22.4
8: COc1cc2c(cc1OC)C(c1ccc(N(C)C)cc1)CC(=O)N2 (stereo not given)
  -1.6, 0.5, -25.5[20 µM], -2.1, 7.6, 0.5, -2.9, -0.6, 7.8
9: Cc1onc(-c2c(Cl)cccc2Cl)c1C(=O)NCc1ccccn1
  11.0, 5.0, -14.1, 4.3, 5.7, -3.9, 4.1, -1.9, -0.1
10: COc1ccc(NC(=O)CN(c2ccc(C)cc2)S(C)(=O)=O)c(OC)c1
  10.4, 2.8, -32.2[20 µM], -3.7, 12.8, -5.7, 1.7, 2.9, -4.9
11: O=C1N(CN2CCC3(CC2)OCCO3)c2ccccc2C12OCCCO2
  3.6, 1.6, -32.0, -1.3, 6.9, -5.7, 4.6, 3.3, -5.0
12: O=C(Nc1ccccc1N1CCN(c2ccccc2)CC1)c1ccccc1
  -13.9, 10.2, -18.2, 2.5, 3.7, -4.5, 0.5, -2.6, -14.0
13: COc1ccc(N=Cc2nc(-c3ccccc3)oc2OC(=O)c2ccccc2)cc1
  26.0, 4.5, -5.0, 0.2, 16.1, 1.5, -5.7, -2.7, -1.0
14: COc1ccc2[nH]c(C)c(CCNC(=S)Nc3cc(C)cc(C)c3)c2c1
  -5.2, 6.7, -19.4, -2.2, 6.6, -4.7, 0.3, 6.7, -9.3
15: CN(C)CCCNC(=O)c1cc(C(=O)C2CCCCC2)c[nH]1
  8.5, 10.4, -23.9, 2.2, 5.0, 3.4, 3.2, 0.9, -12.3
16: CSc1ccc(CN(C)CC(=O)Nc2ccc(NC(C)=O)cc2)cc1
  17.4, 5.8, -20.7, 3.1, 5.4, -7.5, -2.0, -1.1, -7.0
17: CN1CCN(CCC(=O)Nc2cccc(F)c2)CC1
  24.4, -0.5, -14.5, -2.7, 6.4, -4.5, -1.7, 6.8, 3.8
18: Cc1ccc(S(=O)(=O)N(C)Cc2ccc(-c3nnco3)cc2)cc1
  6.0, 6.8, -27.4, -1.4, 8.8, 0.9, 7.9, -0.1, -4.2
19: CCOc1ccc(NC(=O)C(c2ccccn2)N(C(=O)CCl)c2ccc(OC)cc2)cc1 (stereo not given)
  8.7, 7.6, -11.9, 0.4, 10.1, 3.3, 5.4, 2.1, -3.3
20: CC(C)(C)OC(=O)N1CCC(c2c(C(=O)O)cnn2-c2ccccc2)CC1
  2.1, -0.5, -11.3, -0.1, 4.9, -9.3, -4.2, 1.3, -3.6
21: COC(=O)C1=C(C)NC(=O)CC1c1cccc(OC)c1OC (stereo not given)
  -0.2, -0.5, -16.7, -4.2, 17.1, -3.4, 2.6, 5.5, -4.7
22: O=C(Oc1ccc2ccc(=O)oc2c1)c1cccs1
  30.0, 3.6, -91.2, -1.6, 9.5, -8.6, -9.1, 2.5, -0.8
23: CC(C)CC(NC(=O)OC(C)(C)C)C(=O)NC(C(=O)NC(C)C(N)=O)C(C)C (stereo not given)
  9.5, 1.2, -4.1[20 µM], 0.3, 4.5, 0.3, 0.5, 2.3, -3.4
24: CN(C)CCCNC(=O)c1ccc(-c2nc(-c3ccc(Cl)cc3)cs2)cc1
  5.1, 46.4*, -26.4, 100.8*, 9.7, -4.2, -16.4, -3.3, -15.3
25: CC(/C=N/NC(=O)c1cnccn1)=C\c1ccco1
  6.3, -1.1, -21.1, -2.2, 10.9, -6.1, -39.5, -1.5, -14.7
26: Cc1ccc(OCC(=O)Nc2nnc(C3CCCO3)s2)c(Br)c1 (stereo not given)
  10.8, 6.2, -16.3, 1.8, 7.7, -3.2, -7.8, 2.1, -8.0
27: O=C(CSc1nc2[nH]ncc2c(=O)n1-c1ccccc1)NCc1cccs1
  5.6, 6.1, -20.3, -2.8, 6.2, 2.3, 0.1, 5.0, -61.0
28: COc1ccc(N(CC(=O)O)S(=O)(=O)c2ccc(OC)c(OC)c2)cc1
  -13.5, 5.2, -15.2[20 µM], -0.3, -0.7, 5.7, -8.4, 0.8, -2.2
29: CNC(=O)NC(=O)Cn1cnc2sc(-c3ccccc3)cc2c1=O
  5.1, 1.3, -18.9, 2.3, 2.6, -0.8, -19.4, -2.2, -2.3
30: CC(=O)Nc1ccc(C(=O)OCC(=O)Nc2ccccc2F)cc1
  23.1, 0.9, -20.3, 0.4, 6.9, 1.5, 0.3, 3.3, -5.0
31: CCOC(=O)C1(C)C=C(Nc2ccccc2)C(=O)N1c1ccccc1 (stereo not given)
  22.8, 4.2, -27.9, -2.2, 6.6, -8.0, -1.2, -0.4, 6.7
32: O=C1CCN(S(=O)(=O)c2cccs2)c2ccc(C(F)(F)F)cc2N1
  7.6, 9.4, -5.8, 0.3, 1.8, -1.1, -4.9, 3.9, 5.0
33: COC(=O)c1ccc(C(=O)OC)c(NC(=O)COc2ccccc2OC)c1
  10.2, 2.7, -9.6[20 µM], -3.9, 8.6, -7.0, -12.1, -3.3, -1.4
34: Cc1ccc(CNS(=O)(=O)c2ccc3c(c2)n(C)c(=O)c(=O)n3C)cc1
  17.8, 4.7, -20.9, 0.6, 9.9, -9.5, -12.8, -0.3, -13.7
35: CCCOC(=O)c1ccc(NC(=O)C2C3C=CC(O3)C2C(=O)O)cc1 (stereo not given)
  33.8, 5.0, -17.2, -2.6, -6.5, 10.7, 2.7, 4.8, -9.9
36: O=C1CCCN2N=C(SCC(=O)N3N=C(c4ccc(Br)cc4)CC3c3ccc(F)cc3)SC2=N1 (stereo not given)
  22.8, 7.0, -10.9, -3.3, 6.0, 6.8, -6.3, 6.9, -23.2
37: O=C(Nc1cccc2c1CCCC2)c1ccco1
  26.2, 2.3, -9.7, -0.1, 5.7, -7.8, -4.3, 0.4, 2.7
38: CC(C)(C)[C@@H]1C=C(C(=O)O)O[C@H](OCc2ccc(CO)cc2)C1
  28.5, -0.3, -1.8, -2.4, 13.0, -1.6, -7.8, 2.2, -2.4
39: C=CCn1c(=NC(=O)CN2C(=O)CCC2=O)sc2cc(S(N)(=O)=O)ccc21
  14.6, 7.3, -4.2, 2.8, 6.0, -1.4, 1.3, -2.0, 0.7
40: COc1ccccc1C(=O)Nc1ccc(S(=O)(=O)NC2=NCCCCC2)cc1
  -4.3, 6.9, -1.6, 4.8, 6.2, -5.7, 6.9, -2.0, 0.7
41: O=C(C1=C(O)C(=O)N(c2ncccn2)C1c1ccc(F)cc1)c1ccco1 (stereo not given)
  -3.6, 1.5, -10.0, -5.2, 10.8, 4.0, -27.8, 3.9, -1.2
42: O=C(O)CCC(=O)NNc1ccccc1[N+](=O)[O-]
  14.2, 1.3, -20.7, -2.6, 12.0, 0.2, -6.9, 1.1, -10.1
43: CN(C(=O)C(Cl)Cl)c1ccc(OC(=O)c2ccco2)cc1
  30.5, 5.0, -12.7, 4.2, 11.5, 5.9, 4.7, -5.6, 11.6
44: COc1ccc(-c2nc3ccccc3c(=O)n2NC(=O)Cc2ccccc2)cc1
  -12.4, 10.5, -13.8, 4.9, 5.2, 2.6, -0.3, -0.7, -5.5
45: CC(=O)Nc1ccc(NC(=O)c2ccccc2Sc2ccc([N+](=O)[O-])cc2Cl)cc1
  7.0, -0.7, -11.0, -2.9, 2.5, 0.8, 1.7, 2.9, -10.9

An excerpt of these results, with one line to a screen.
44. COc1ccc(-c2nc3ccccc3c(=O)n2NC(=O)Cc2ccccc2)cc1
45. CC(=O)Nc1ccc(NC(=O)c2ccccc2Sc2ccc([N+](=O)[O-])cc2Cl)cc1

entry no.	44	45
PPC-1+TRAIL kill	-12.4	7.0
BaF3 tox	10.5	-0.7
Furin inhibitor	-13.8	-11.0
Ba/F3 V617F tox	4.9	-2.9
PGE2 EP2 inh	5.2	2.5
RBBP9 inhibitor	2.6	0.8
Tb hexokinase	-0.3	1.7
p97 inhibitor	-0.7	2.9
NCF1 inh	-5.5	-10.9

The listing continues:
Values run as follows: PPC-1+TRAIL kill, BaF3 tox, Furin inhibitor, Ba/F3 V617F tox, PGE2 EP2 inh, RBBP9 inhibitor, Tb hexokinase, p97 inhibitor, NCF1 inh
46: CCCCCCCCCC(=O)N1c2ccccc2NC(=O)C1CC(=O)Nc1ccc(C(=O)O)cc1 (stereo not given)
  16.4, -2.4, -19.3, 1.7, 5.4, -12.8, 6.4, -6.4, -14.2
47: O=C(CSc1ccc(-c2ccc(Cl)cc2)nn1)Nc1ccc2c(c1)OCCO2
  21.3, -4.7, -27.2, -3.2, 5.8, -3.8, -5.7, 2.0, -13.6
48: COc1ccc(C2=CC(c3ccc(OC)c(OC)c3)NC(=S)N2)cc1 (stereo not given)
  -1.5, -0.4, 5.5[20 µM], -3.8, 10.7, 1.8, -19.7, 3.5, -17.0
49: Cc1ccc(-n2ncc3c(=O)n(CC(=O)Nc4cccc(Cl)c4)cnc32)cc1C
  5.8, 0.6, -21.5, -2.0, 15.8, -8.8, 1.6, 0.5, -6.1
50: CC1=NN(S(=O)(=O)c2ccc(C)cc2)C(=O)c2ccccc2O1
  23.4, -7.7, -32.9, -2.4, 6.5, 6.0, 0.0, 4.3, -9.4
51: O=C1C2C3C=CC(C3)C2C(=O)N1c1n[nH]c(CCc2ccccc2)n1 (stereo not given)
  0.3, 1.7, -11.4[20 µM], 0.3, 8.6, -8.0, 1.0, -1.0, -1.4
52: Cc1csc(SCC(=O)NC(=O)NC2CCCC2)n1
  19.6, 1.3, -12.6, 1.9, 2.0, -5.2, -1.7, 0.2, -9.5
53: O=C(c1ccc(F)cc1)N1CCC(O)(c2cccnc2)CC1
  5.2, 2.5, -28.2, -1.6, 9.5&11.3, -1.7, 1.0, 3.4, 1.8

Some of the compounds tested, so the mix of outcomes need not match the whole.
